Imprint erasure = induces erasure of genomic imprints in mouse ES cells; mouse ES Peg3-LacZ reporter, beta-gal luminescence, 40 h; Potency, µM (top dose mostly 60.7 µM), inactives show at the highest dose activity change, positive = activation, usual class: activators; 0.02% of 110,000 active; AID 1948;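 also: 0% = negative control wells on the plate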
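Imprint erasure is scored as LacZ activity from the silenced maternal Peg3 allele in feeder-free female ES cells cultured 40 h with LIF. Luminescence is normalized to in-plate negative controls and fitted to the Hill equation.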
p53ts 32C tox = kills p53ts cells at the permissive temperature; AID 924; Potency, µM (series often up to 46.1 µM), without a hit: at the highest dose activity change, negative = cytotoxicity, usual class: cytotoxic; H1299-p53A138V at 32C, ATP luminescence viability, 24 h; 0.93% of 130,000 active;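 also: 0% = DMSO and -100% = full killing by reference compound; nearly all actives have a fitted effect of over 55% in size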
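H1299-p53 A138V cells (temperature-sensitive p53) exposed 24 h to up to 46 uM compound at 32C, where p53 is wild-type in conformation. Viability read as ATP luminescence and normalised to DMSO and 100 uM tamoxifen. AC50 fitted with the Hill equation.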
p53ts 39C tox = p53ts cell cytotoxicity, nonpermissive temperature | H1299-p53A138V viability at 39C, ATP luminescence, 24 h | Potency, µM (titrated, usually from 46.1 µM), inactives show at the highest dose activity change, negative = cell killing, most hits filed as cytotoxic | 1.5% of 130,000 active; also: nearly all actives have a fitted effect of over 55% in size
IkB sig inh = inhibitors of IkB signaling in ABC-DLBCL cells; ABC-DLBCL IkBa-CBG/CBR dual luciferase ratio, 4 h; response scale: scaled: untreated 0%, proteasome inhibitor 100%; Potency, µM (titrated, usually from 57.1 µM), inactives show at the top dose IkBa stabilization activation; 0.04% of 110,000 active; active = well fitted curve in the direction sought with a large enough effect in the signal ratio, not every such curve was filed as active; inconclusive = small, poorly fitted or top-dose-only effect, or a change in a side signal; the % refers to the signal ratio;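 also: the direction sought is a rising ratio; 0% = basal untreated cells and 100% = reference inhibitor full response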
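In this assay, an IκBα–CBG68 fusion accumulates when IKK-driven degradation is blocked; native CBR normalizes for cell number. OCI-Ly3 cells were treated 4 h with compound and doxycycline, then green and red light read after Chroma-Glo addition.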
* marks the source's active call; other numbers are inactive results; u = inconclusive; x = not tested or not shown; [ ] = another dose, or the depositor's remark. Unless noted, calls follow the shape of the dose curve; as a rule, active = well fitted curve in the direction sought with a large enough effect; inconclusive = small, poorly fitted or top-dose-only effect, or another doubt; inactive = no such curve, though single readings can be large; an effect the other way counts as inactive or inconclusive. Unless noted, % is scaled to controls: 0 for no effect and ±100 for the full control effect; potency is read from the fitted curve at half-maximal effect. Outcome played no part in choosing rows (roughly 1.7% active in at least one column).

SMILES	Imprint erasure	p53ts 32C tox	p53ts 39C tox	IkB sig inh
COc1ccccc1NC(=O)CN(c1ccccc1F)S(C)(=O)=O	4%	-16%	5%	4.7%
Cc1nc(SCC(=O)Nc2ccc(Cl)cc2C(F)(F)F)[nH]c(=O)c1Cc1ccccc1	1%[10.9 µM]	5%	5%	u
COc1ccc2ccccc2c1C(O)c1nccn1C (stereo not drawn)	26%	10%	4%	11%
O=C(CN1C(=O)C2(SCC(=O)N2c2ccc(F)c(F)c2)c2ccccc21)Nc1cccc(Cl)c1 (stereo not drawn)	-10%[10.9 µM]	-4%	-19%	u
Cc1ncc(CO)c2c1Oc1nc(-c3ccc(F)cc3)nc(SCc3ccc(F)cc3Cl)c1C2	-9%[10.9 µM]	14%	-12%	-0.4%
COc1ccc(-c2nc(SCC(=O)Nc3ccc4c(c3)OCO4)c(-c3ccc(OC)cc3)[nH]2)cc1	-12%[10.9 µM]	u	u	u
Cc1onc(-c2ccccc2Cl)c1C(=O)Nc1ccc(-c2cn3cccnc3n2)cc1	-8%	-3%	-8%	-0.3%
Oc1ccccc1-c1nc(N2CCN(Cc3ccccc3)CC2)c2ccccc2n1	-11%	4%	-3%	-4.9%
CCOCCCN1C(=O)CN(C2CCCCCC2)C(=O)C1c1ccc(OC)cc1 (stereo not drawn)	-18%	2%	-6%	-0.8%
NCCc1nnc(SCc2c(F)cccc2Cl)o1	-12%	-7%	-7%	-1.7%
CC(NS(=O)(=O)c1ccccc1)C(=O)Nc1nccs1 (stereo not drawn)	2%	10%	-11%	u
CN(C)CCCc1c2ccccc2nc2ccc(Cl)cc12	-21%[10.9 µM]	-5%[9.22 µM]	2%[9.22 µM]	-4.9%[11.4 µM]
Cc1ccccc1CN1c2ccccc2-c2nc(SCC(N)=O)ncc2S1(=O)=O	-6%[10.9 µM]	1%	-4%	-1.6%
N=C(C[C@@H](O)COc1ccccc1-c1ccccc1)N1CCCCC1	-17%	-1%	u	u
CCOC(=O)N1CCC(NC(=O)CCc2nc(-c3ccc(C)cc3)no2)CC1	-8%	-11%	5%	0.5%
CCOC(=O)c1cnc2ccc(Br)cc2c1NCCO	-15%	-2%	11%	1.0%
COc1cc(C(=O)Nc2ccccc2-c2nc(-c3ccc(C)cc3)no2)cc(OC)c1OC	9%[10.9 µM]	3%	-2%	1.0%
CCc1nn2c(=O)c(S(=O)(=O)Nc3ccc(OC)c(Cl)c3)c(C)nc2s1	-8%[10.9 µM]	17%	-18%	-2.6%
O=C(Nc1cccc(Cl)c1)c1ccc2nc(Cc3ccccc3)oc2c1	-21%[10.9 µM]	7%	-12%	u
CCOc1ccc2nc(NCCCNS(=O)(=O)c3ccc(C)cc3)c(C#N)cc2c1	x	4%	16%	x
CC(C)CC(NC(=O)C(NC(=O)OC(C)(C)C)C(C)C)C(=O)N1CCCC1C(N)=O (stereo not drawn)	16%	-1%	-6%	-0.1%
CCCCC(c1nnnn1CC1CCCO1)N1CCN(Cc2ccccc2)CC1 (stereo not drawn)	x	9%	2%	x
CCOc1ccc(S(=O)(=O)Nc2ccc3c(c2)c(C(C)=O)c(C)n3S(=O)(=O)c2ccc(OCC)cc2)cc1	-19%[10.9 µM]	3%	1%	u
COc1ccc(-c2csc3nc(C)n(-n4cccc4)c(=O)c23)cc1OC	-12%	-1%	-4%	0.1%
O=C(NCc1ccccc1)NC1(C(=O)N2CCCC2)CCCCC1	-1%	-1%	-7%	-0.6%

Taken from above:
CC(C)CC(NC(=O)C(NC(=O)OC(C)(C)C)C(C)C)C(=O)N1CCCC1C(N)=O (stereo not drawn) in p53ts 32C tox has -1%
COc1ccc(-c2nc(SCC(=O)Nc3ccc4c(c3)OCO4)c(-c3ccc(OC)cc3)[nH]2)cc1 in Imprint erasure has -12%[10.9 µM]
CCOC(=O)N1CCC(NC(=O)CCc2nc(-c3ccc(C)cc3)no2)CC1 in IkB sig inh has 0.5%

Following part
SMILES	Imprint erasure	p53ts 32C tox	p53ts 39C tox	IkB sig inh
CCN1CCCC1CNCc1ccc(Cl)cc1Cl (stereo not drawn)	-12%	-12%	-16%	-1.6%
O=C(CN1CCN(Cc2ccc(Cl)cc2)C1=O)NCCN1CCCC1	-10%	-5%	-9%	-3.2%
CCC1S/C(=C(\C#N)C(=O)NCc2ccco2)N(c2ccc(F)cc2)C1=O (stereo not drawn)	-3%	-6%	1%	7.2%
CC(=O)NCCNc1ncnc2ccc(-c3ccccc3Cl)cc12	u	-4%	-22%	0.8%[11.4 µM]
CCOC(=O)c1cc2sc(C)cc2n1CC(=O)Nc1cccc(C)c1C	1%	6%	2%	-0.2%
COc1ccc2c(c1OC)C(=O)OC2CC(=O)c1ccc2c(c1)OCO2 (stereo not drawn)	-7%	2%	6%	2.9%
O=C(NCc1cccc(Cl)c1)C1CCCN(c2ncnc3onc(-c4ccc(F)cc4)c23)C1 (stereo not drawn)	-2%[10.9 µM]	8%	5%	u
CN(C)c1ccc(CN(C(=O)c2ccco2)C2CCS(=O)(=O)C2)cc1 (stereo not drawn)	-10%	4%	6%	-0.1%
O=C(c1nc2nc(-c3cccs3)cc(C(F)(F)F)n2n1)N1CCN(Cc2ccccc2)CC1	x	13%	-3%	x
CCN(CC)C(=O)c1sc2c(c1C)c(=O)n(Cc1ccccc1)c(=O)n2Cc1ccccc1C	12%[10.9 µM]	6%	11%	u
COc1ccc(CCNC(=O)CN2CCN(c3cccc(Cl)c3)CC2)cc1OC	-4%	-2%	-11%	-0.6%
N#Cc1c(N)nc(SCc2ccncc2)c(C#N)c1-c1cccs1	x	-7%	7%	x
CC(C)Nc1nc2c(-c3cccc(Br)c3)nnn2c2ccccc12	-21%[10.9 µM]	-11%	u	u
CC(C)N(CCCNC(=O)C1CCN(S(=O)(=O)N2CCOCC2)CC1)Cc1ccccc1	-7%	-1%	-8%	-1.0%
CCOc1ccccc1NC(=O)Cn1cnc2c(nnn2-c2cccc(OC)c2)c1=O	-23%	7%	11%	-1.6%
CC(=O)N1CCc2cc(S(=O)(=O)NCCC(=O)Nc3cccc(C)c3)ccc21	-3%	2%	0%	1.3%
Cc1cccn2c(=O)c3cc(C(=O)NCCN4CCOCC4)c(=N)n(CCc4ccccc4)c3nc12	7%	-5%	2%	2.1%
COC(=O)c1nc2cc(C)ccn2c1F	-41%[inhibitor]	-7%	-7%	0.3%
COc1ccccc1NC(=O)CN(Cc1ccccc1)S(C)(=O)=O	x	-4%	9%	x
CN1CCN(C(=O)c2ccc(-n3c(=O)c(=O)[nH]c4ccccc43)cc2)CC1	x	2%	-9%	x
CCN(CC)c1ncnc2sc(C(=O)N3CCN(c4ccc(OC)cc4)CC3)c(C)c12	2%	u	12%	1.8%
COc1ccccc1N1CCN(C(=O)c2ccc3c(c2)N(Cc2ccccc2)C(=O)c2ccccc2S3(=O)=O)CC1	-15%[10.9 µM]	12%	-6%	0.0%
Cc1nn(CC(=O)N2CCN(c3ccccc3F)CC2)c(=O)c2cccn12	-16%[10.9 µM]	-6%	19%	-2.3%
CC(C)COc1cc(=O)[nH]c(SCC(C)C)n1	-11%	2%	10%	-2.6%
COc1ccc(NC(=O)CCc2nc3cccnc3n2-c2ccccc2)c(OC)c1	-8%[10.9 µM]	5%	13%	1.7%

An excerpt from above in order of count of non-hydrogen atoms, lowest first:
SMILES	Imprint erasure	p53ts 32C tox	p53ts 39C tox	IkB sig inh
O=C(CN1CCN(Cc2ccc(Cl)cc2)C1=O)NCCN1CCCC1	-10%	-5%	-9%	-3.2%
COc1ccc(CCNC(=O)CN2CCN(c3cccc(Cl)c3)CC2)cc1OC	-4%	-2%	-11%	-0.6%
CCN(CC)C(=O)c1sc2c(c1C)c(=O)n(Cc1ccccc1)c(=O)n2Cc1ccccc1C	12%[10.9 µM]	6%	11%	u

Full records as entered above. Screens in order: Imprint erasure, p53ts 32C tox, p53ts 39C tox, IkB sig inh
Profile of COC(=O)c1nc2cc(C)ccn2c1F = -41%[inhibitor], -7%, -7%, 0.3%
Profile of CCN1CCCC1CNCc1ccc(Cl)cc1Cl (stereo not drawn) = -12%, -12%, -16%, -1.6%
Profile of Cc1onc(-c2ccccc2Cl)c1C(=O)Nc1ccc(-c2cn3cccnc3n2)cc1 = -8%, -3%, -8%, -0.3%

New compounds follow
SMILES	Imprint erasure	p53ts 32C tox	p53ts 39C tox	IkB sig inh
O=C(Nc1ccc2nn(-c3ccccc3)nc2c1)c1ccc2c(c1)OCO2	-13%	-4%	-4%	1.2%
N#Cc1nc(Cc2ccccc2)oc1N1CCC(C(N)=O)CC1	-6%	1%	4%	-1.0%
CC1CCN(C(=O)CSc2c3c(nc4cc(Cl)ccc24)CCCC3)CC1	7%[10.9 µM]	-28%	16µM*	u
CC1(C)CC2CC(C)(CN2C(=O)COC(=O)Cn2[nH]c(=O)c3ccccc3c2=O)C1 (stereo not drawn)	-14%	2%	-5%	1.1%
COc1cccc(-n2cc(C(=O)Nc3cc(C)c(Cl)cc3OC)c3ccccc3c2=O)c1	-6%[10.9 µM]	2%	u	-0.6%
Cc1ccc(C(=O)CSc2nnc(COc3cccc(C)c3)o2)cc1	-4%	-19%	-4%	u
COc1ccc2[nH]c(=O)c(-c3noc(-c4ccccc4)n3)cc2c1	-9%	3%	0%	-1.8%
COc1cc(Cl)c(NC(=O)c2cc(CN3CCCC3)on2)c(OC)c1	-10%[10.9 µM]	-11%	-17%	-1.8%
COC(=O)c1ccccc1NC(=O)COC(=O)c1ccc(C)c(NC(=O)c2ccco2)c1	-26%	-16%	-15%	u
CCNc1cc(=O)n(C)c(=O)n1C	-1%	-7%	-11%	0.6%
COc1cc2nc(Nc3cccc(F)c3)nc(N)c2cc1OC	-10%[10.9 µM]	12%	u	u
Cc1ccc(C)c(NC(=O)CSc2nc(-c3ccccc3)cc(=O)[nH]2)c1	-7%[10.9 µM]	-5%	9%	0.1%
CCOc1ccccc1N1CC(c2nc3ccccc3n2CCCOc2ccccc2OC)CC1=O (stereo not drawn)	-8%[10.9 µM]	-17%	-22%	2.6%
O=C(CSc1nnnn1-c1cccc2c1CCCC2)N1CCCC1	x	-14%	4%	x
CCOc1ccc(C(=O)c2ccc(OCC)c(N)c2)cc1N	-13%	-6%	-5%	-0.2%
COc1ccccc1N1CCN(S(=O)(=O)Cc2ccccc2Cl)CC1	-11%	1%	2%	1.9%
COc1cc(CNC(=O)c2ccc(Cn3nc(C)c(Cl)c3C)o2)cc(OC)c1	3%	-8%	-6%	u
COc1cc(C)c(S(=O)(=O)NCc2cccs2)cc1C	-8%	5%	-5%	-1.2%
S=C(c1ccc(-c2cccc(Cl)c2)o1)N1CCOCC1	-26%	u	-23%	1.2%
c1ccc2oc(-c3nn4c(Cn5cnc6ccccc65)nnc4s3)cc2c1	3%	4%	11%	-2.9%
CCCC(NS(=O)(=O)c1ccc(OC)cc1)C(=O)O (stereo not drawn)	-2%	-9%	6%	0.7%
Cc1ccc2c(c1)-c1c(c(C(=O)N3CCN(c4cc(Cl)ccc4C)CC3)nn1C)CS2	11%[10.9 µM]	-5%	-3%	-2.1%
Cc1c(C(=O)N2CCOCC2)oc2ccc(S(=O)(=O)N3CCCC3)cc12	-7%	-16%	9%	0.9%
CN(C)c1nc(N2CCCCC2)nc(N2CCCCC2)n1	-4%	10%	-3%	0.8%
CCN(CC)CCCN1C(=O)C(O)=C(C(=O)c2ccco2)C1c1ccc(C)o1 (stereo not drawn)	-8%	-4%	-8%	0.9%
SMILES	Imprint erasure	p53ts 32C tox	p53ts 39C tox	IkB sig inh
O=c1oc2ccccc2n1CCCOc1ccccc1	11%	-10%	-11%	-3.7%
COC(=O)[C@@]1(Cc2ccc(OC)cc2)[C@H]2c3cc(C(=O)N(C)C)n(CCc4ccccn4)c3C[C@H]2CN1C(=O)c1ccccc1	-8%	-11%	-4%	x
Cc1ccc(C2c3c(oc4ccc(Cl)cc4c3=O)C(=O)N2CCCN2CCOCC2)o1 (stereo not drawn)	-17%	7%	8%	-2.3%
CCC1CCCCN1CCNS(=O)(=O)c1ccc2c(c1)CCN2C(C)=O (stereo not drawn)	-26%	3%	-17%	-0.8%
COCCn1c(C)cc(C(=O)COC(=O)c2ccc(-n3nc(C)cc3C)cc2)c1C	-14%	7%	-5%	0.6%
Cn1cccc1C(=O)NC(=O)COC(=O)c1ccccc1Sc1ccccc1C#N	-6%	3%	-1%	u
O=C1C(SC(F)(F)C(F)F)=C(C(F)(F)F)OC2C3C=CC(C3)C12 (stereo not drawn)	-22%	-10%	-15%	1.9%

From PubChem
